Screening data: PubChem, National Center for Advancing Translational Sciences (NCATS)
TDP1 cell CPT: DT40-hTDP1 cell growth loss with CPT. chicken DT40 Tdp1-/-;hTDP1 cells + 20 nM CPT, ATP luminescence, 48 h. Potency, µM (doses to about 46.2 µM), without a hit: at the top dose activity change, negative = growth inhibition, actives largely listed as inhibitors. 12% of 420,000 active. AID 686979; note: nearly all actives have a fitted effect of over 55% in size
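Chicken DT40 Tdp1-/- cells complemented with human TDP1, 400 cells/well, exposed to compounds plus 20 nM camptothecin for at least 48 h at 37 C; viability read as ATP content by CellTiter-Glo luminescence.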
KAT2A inh: blocks human GCN5L2 histone acetyltransferase | Q92830 | GCN5L2 HAT assay, ThioGlo1 CoA-SH fluorescence | AID 504327 | 0.21% of 390,000 active | Potency, µM (titrated, usually from 58.9 µM), without a hit: at the highest dose activity change, negative = inhibition, most hits filed as inhibitors
Target sequence (Q92830 whole entry, looked up): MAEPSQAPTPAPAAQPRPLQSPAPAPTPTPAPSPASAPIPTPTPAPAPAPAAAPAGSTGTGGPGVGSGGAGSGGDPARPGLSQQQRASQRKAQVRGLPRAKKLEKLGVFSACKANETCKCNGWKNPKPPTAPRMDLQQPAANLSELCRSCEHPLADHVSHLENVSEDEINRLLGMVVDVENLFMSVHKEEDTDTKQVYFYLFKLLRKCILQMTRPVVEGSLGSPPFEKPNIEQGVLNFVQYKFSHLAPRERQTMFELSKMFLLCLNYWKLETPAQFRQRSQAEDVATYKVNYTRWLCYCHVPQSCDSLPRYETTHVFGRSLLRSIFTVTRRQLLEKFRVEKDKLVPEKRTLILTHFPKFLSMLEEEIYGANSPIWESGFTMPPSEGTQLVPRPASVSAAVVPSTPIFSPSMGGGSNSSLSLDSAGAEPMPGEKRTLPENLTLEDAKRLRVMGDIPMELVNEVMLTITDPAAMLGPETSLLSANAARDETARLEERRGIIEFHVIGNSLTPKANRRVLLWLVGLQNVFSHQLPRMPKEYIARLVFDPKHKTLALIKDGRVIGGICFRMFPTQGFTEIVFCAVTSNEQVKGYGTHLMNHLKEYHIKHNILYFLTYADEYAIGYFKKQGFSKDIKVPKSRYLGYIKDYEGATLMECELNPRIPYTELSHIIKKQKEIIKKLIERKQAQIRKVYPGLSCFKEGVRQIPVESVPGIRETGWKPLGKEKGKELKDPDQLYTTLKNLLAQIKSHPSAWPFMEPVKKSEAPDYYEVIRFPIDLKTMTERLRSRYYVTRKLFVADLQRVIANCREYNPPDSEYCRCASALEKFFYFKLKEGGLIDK
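Fluorescence readout, Ex340nm/Em540nm: ThioGlo1 (50uM final) reacts with free CoA thiol released as 20nM GCN5L2 acetylates H3(1-25) peptide (75uM) using acetyl-CoA (70uM). Compound and enzyme sat 15 min beforehand; 20 min room-temperature reaction.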
TDP1 cell noCPT: qHTS for Inhibitors of human tyrosyl-DNA phosphodiesterase 1 (TDP1): qHTS in cells in absence of CPT | DT40 Tdp1-/- hTDP1 cells, no CPT, ATP luminescence, 48 h | Potency, µM (series often up to 46.2 µM), for inactives: at the top dose activity change, negative = growth inhibition, most hits filed as inhibitors | 15% of 420,000 active; note: nearly all actives have a fitted effect of over 55% in size
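A cellular qHTS used chicken DT40 cells lacking endogenous Tdp1 but carrying stably transfected human TDP1. Compounds were applied without camptothecin, and cell growth kinetics were judged by ATP-dependent luminescence after ≥48 hr.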
The depositor's hits bear a star; u = inconclusive; x = not tested or not shown; & = joins results of further samples; [ ] = dose if it differs, or a comment. Calls come from the whole dose curve; as a rule, active = well fitted curve in the direction sought with a large enough effect; inconclusive = small, poorly fitted or top-dose-only effect, or another doubt; inactive = no such curve, though single readings can be large; an effect the other way counts as inactive or inconclusive. % is set by controls: 0 for no effect and ±100 for the full control effect; potency is the fitted concentration of half-maximal effect.

Every second line gives: TDP1 cell CPT, KAT2A inh, TDP1 cell noCPT
- CCN(CC)CCNC(=O)CCCCCn1c(=O)[nH]c2cc(C(=O)OC)ccc2c1=O
  -22%, -6%, -16%
- O=c1c(-c2cc3ccccc3[nH]2)nc2ccccc2n1C(CCc1ccccc1)c1nc2ccccc2[nH]1 (stereo unspecified)
  u, x, 18µM*
- COCCCN=C1NN=C(c2cc(C)n(-c3ccccc3F)c2C)CS1
  16µM*, 5%, 8.2µM*
- COc1ccc(NC(=O)CCCn2c(=O)[nH]c3ccccc3c2=O)cc1
  8%, -4%, -3%
- Cn1c(=O)n(C)c2cc(N3CCCCC3)c(NC(=O)c3ccc(Cl)cc3)cc21
  -3%, 4%, -6%
- O=C(CN1CCN(C(=O)c2ccco2)CC1)Nc1c2c(nc3c1CCC3)CCCC2
  -28%, -11%, -29%
- O=C(Nc1cccc(S(=O)(=O)NC2=NCCCCC2)c1)c1cc(-c2ccncc2)nc2ccccc12
  u, -26%, 23µM*
- CCOC(=O)c1ccc(NC(=O)COc2cc3oc(=O)c(CC(C)O)c(C)c3cc2Cl)cc1 (stereo unspecified)
  -25%, -6%, 26%
- CN(CCc1ccccn1)C(=O)c1nn2c(C(F)(F)F)cc(-c3ccco3)nc2c1Cl
  u, -5%, u
- CC(C)Oc1ccc(CN2CCC2(C)C(=O)Nc2cnc3ccccc3c2)cc1 (stereo unspecified)
  18µM*, x, u

Remaining list, next part.
Every second line gives: TDP1 cell CPT, KAT2A inh, TDP1 cell noCPT
- O=C(Nc1nccs1)c1ccc(COc2c(F)c(F)cc(F)c2F)o1
  -6%, -9%, u
- Cc1ccc(C)c(OCc2nc3ccc(S(=O)(=O)Nc4c(C)n(C)n(-c5ccccc5)c4=O)cc3[nH]2)c1
  -2%, -1%, u
- COc1ccc(CCNC(=O)CCCn2nc(C)c([N+](=O)[O-])c2C)cc1OC
  9%, -6%, 3%
- Cc1cccc(C)c1-n1nnnc1-c1nc2ccccc2[nH]c1=O
  u, x, u
- CCCCN1C(=O)C2C(C(=O)Nc3cccc(OC)c3)C3C=CC2(O3)C1C(=O)NC1CCCCC1C (stereo unspecified)
  -3%, 0%, -16%
- Fc1ccc(Nc2nc(SCc3cccc(F)c3)nc3ccccc23)cc1
  15µM*, -5%, 16µM*
- C=CCn1c(SCC(=O)Nc2c(C)n(C)n(-c3ccccc3)c2=O)nc2sc(C)c(C)c2c1=O
  -29%, -5%, u
- Cc1ccc(CN2CC(C(=O)N3CCN(c4ccccc4O)CC3)CC2=O)cc1 (stereo unspecified)
  -19%, -6%, u
- Cc1ccc(/C=C/C(=O)O)cc1S(=O)(=O)N1CCCCC1
  -16%, 10%, 20%
- CCOCCCNCc1ccc(OC)c(OC)c1
  -1%, -5%, 4%

Other compounds
Every second line gives: TDP1 cell CPT, KAT2A inh, TDP1 cell noCPT
- O=C(c1ccc(=O)[nH]c1)N1CCN(S(=O)(=O)c2ccc(Cl)cc2)CC1
  -8%, -3%, u
- COC(=O)Oc1ccc(/C=N/NC(=O)CN(c2ccccc2Br)S(C)(=O)=O)cc1OC
  28%, 0%, -8%
- CC(OC(=O)C1CC1)C(=O)Nc1cccc(S(=O)(=O)N2CCOCC2)c1 (stereo unspecified)
  -8%, -1%, 0%
- Cc1cc(CN2CCCC(C(=O)Nc3cccc(-n4cccn4)c3)C2)cc(C)c1O (stereo unspecified)
  16µM*, -4%, u
- O=C(CCNS(=O)(=O)c1ccc(Br)s1)N1CCN(c2ccccc2)CC1
  u, -11%, u
- C=CCN1CC(c2nc3ccccc3n2Cc2cccc3ccccc23)CC1=O (stereo unspecified)
  u, -7%, u
- C[C@@H]1CN([C@H](C)CO)C(=O)CCCn2cc(nn2)CO[C@H]1CN(C)S(=O)(=O)c1ccc(-c2ccccc2)cc1
  -14%, x, u
- COc1cc(NC(=O)Nc2nc(C(N)C3CCCCC3)cs2)cc(OC)c1OC (stereo unspecified)
  16µM*, x, 23µM*
- CCOC(=O)c1ccc(NC(=O)Cn2c(=O)cc(C)c3c(C)nn(-c4cccc(F)c4)c32)cc1
  0%, -3%, 18µM*
- Cc1cccc(-n2ccnc2SCC(=O)Nc2nnc(C)s2)c1
  u, -1%, 15µM*

New compounds follow.
Every second line gives: TDP1 cell CPT, KAT2A inh, TDP1 cell noCPT
- COc1ccccc1OCCNC(=O)Nc1cc(F)c(F)cc1Cl
  0%, -7%, -22%
- O=C(c1cccc([N+](=O)[O-])c1)c1ccc2c(c1)OCCOCCOCCO2
  1%, -1%, -22%
- O=c1c2oc3nc4c(cc3c2ncn1CCCc1ccccc1)CCCC4
  u, 1%, u
- CCOC(=O)c1[nH]ncc1CN1CCc2ccc(NC(=O)C3CCCO3)cc2C1 (stereo unspecified)
  -1%, -22%, -7%
- COc1ccc2c(c1)c(C(C)=O)c(C)n2-c1ccccc1OC
  -19%, x, u
- CN(CC(=O)O)Cc1nc2ccccc2[nH]1
  3%, -1%, 8%
- CCCCn1c(CCC(=O)O)ccc1-c1cccs1
  2%, -5%, -21%
- Nc1c(Cl)ncnc1N/N=C/c1cccnc1
  5%, -27%, 2%
- CCN(Cc1cnn(C)c1)C(=O)c1cc(COc2ccc3c(c2)CCCC3)on1
  16µM*, -31%, 12µM*
- CC1(c2ccccc2)NC(=O)N(CC(=O)Nc2ccc([N+](=O)[O-])cc2)C1=O (stereo unspecified)
  26µM*, 1%, u

(next part)
Every second line gives: TDP1 cell CPT, KAT2A inh, TDP1 cell noCPT
- CN1CCC2(CC1)N=C(c1ccc(F)cc1)C(=S)N2C(=O)c1ccccc1
  7.3µM*, -1%, 12µM*
- O=C(C1CC1)N1CCc2cc(Br)cc(S(=O)(=O)NC3CCCCC3)c21
  u, -7%, u
- COc1ccc(NCC(=O)Nc2cccc(C(F)(F)F)c2)cc1S(=O)(=O)N1CCOCC1
  u, 1%, u
- Cc1cc(C)cc(NC(c2nnc(-c3cccc(F)c3)o2)c2ccc(F)cc2Cl)c1 (stereo unspecified)
  u, -10%, u
- COc1ccc(C(=O)C2CCCN(Cc3cccn3-c3ccc(Cl)cn3)C2)c(OC)c1 (stereo unspecified)
  13µM*, 0%, 21µM*
- CCCN1CCN(CCCNC(=O)c2cc3c(s2)-c2c(C)cccc2OC3)CC1
  23µM*, u, 26µM*
- O=C(Nc1ccccc1C(=O)OCc1cc(=O)n2ccsc2n1)c1ccccc1Cl
  -2%, -7%, 2%
- C/C(=N\NC(N)=S)c1ccncc1
  -2%, -16%, 10%
- CCc1nc2ccc(C(=O)N3CCN(C(=O)c4ccco4)CC3)cn2c1N(CC)Cc1cccc(Br)c1
  15µM*, x, 23µM*
- CCOc1ccc(-c2nnc(SCC(=O)c3ccccc3)n2-c2ccccc2)cc1
  u, -6%, 6.5µM*

Following part
Every second line gives: TDP1 cell CPT, KAT2A inh, TDP1 cell noCPT
- Cc1ccccc1-c1noc(C(C)NC(=O)c2ccco2)n1 (stereo unspecified)
  u, -1%&-4%, -16%&-15%
- CCC1CCc2c(sc3nc(SCC(=O)NCc4ccco4)n(-c4ccccc4)c(=O)c23)C1 (stereo unspecified)
  29µM*, -4%, u
- CCOc1cccc(/C=N/NS(=O)(=O)c2ccc(C)c([N+](=O)[O-])c2)c1O
  6%, -5%, -2%
- CCCN(CCC)C(=O)Cn1c(=O)n(-c2cccc(OC)c2)c(=O)c2c(C)c(C(=O)N(C)C)sc21
  -8%, -1%, -3%
- O=C(NCc1ccncc1)C1CCC(=O)N(CCc2ccc(Cl)cc2)C1 (stereo unspecified)
  2%, 2%, 11%
- O=C(NCC(c1ccco1)N1CCCCC1)c1cccc(NS(=O)(=O)c2ccc(Br)cc2)c1 (stereo unspecified)
  -23%, -7%, -29%
- O=C(C1CCN(c2nnc(-n3cccc3)s2)CC1)N1CCN(Cc2ccc3c(c2)OCO3)CC1
  u, 4%, 15µM*
- O=S1(=O)CCN2C(c3ccco3)=CSC2=N1
  -1%, -2%, -6%
- COc1ccccc1CNC(=O)c1ccc(S(=O)(=O)N(C)c2ccccc2)cc1
  -2%, -5%, u
- Cc1oc(-c2cccc(Cl)c2)nc1CN1CCCC(C(=O)NC(C)c2ccc3c(c2)OCCO3)C1 (stereo unspecified)
  21µM*, -13%, 12µM*

Filtered by structure: the compounds so far containing a nitro group on carbon.
Every second line gives: TDP1 cell CPT, KAT2A inh, TDP1 cell noCPT
- COc1ccc(CCNC(=O)CCCn2nc(C)c([N+](=O)[O-])c2C)cc1OC
  9%, -6%, 3%
- O=C(c1cccc([N+](=O)[O-])c1)c1ccc2c(c1)OCCOCCOCCO2
  1%, -1%, -22%
- CC1(c2ccccc2)NC(=O)N(CC(=O)Nc2ccc([N+](=O)[O-])cc2)C1=O (stereo unspecified)
  26µM*, 1%, u
- CCOc1cccc(/C=N/NS(=O)(=O)c2ccc(C)c([N+](=O)[O-])c2)c1O
  6%, -5%, -2%

Next section:
Every second line gives: TDP1 cell CPT, KAT2A inh, TDP1 cell noCPT
- COc1ccc(CCNC(=O)CC2SC(=NCCc3ccccc3)NC2=O)cc1 (stereo unspecified)
  -17%, -1%, u
- Cc1ccccc1NC(=O)CN1C(=O)CSc2ccccc21
  -12%, 30%[activator], -7%
- CCOC(=O)C1C(=O)OC(C)(C)C1C(C)C(=O)c1ccc(C)cc1C (stereo unspecified)
  u, -4%, u
- COc1ccc(S(=O)(=O)NCc2ccc3c(c2)OCO3)cc1C
  -25%, -3%, -6%
- Cc1cc(C)cc(C(=O)N(NC(=O)Nc2ccc(Cl)cc2)C(C)(C)C)c1
  15µM*, 23%, u
- Cc1cc(=O)oc2c(C)c(OCC(=O)N3CCN(c4ccc(F)cc4)CC3)ccc12
  23µM*, -10%, 23µM*
- O=c1c(NCc2cccs2)nccn1-c1ccc(F)cc1
  -17%, 3%, u
- Cc1cc(NCc2ccccc2)c2ccccc2n1
  21µM*, -12%, 21µM*
- Cc1cc(N(CN2CCCC2=O)C(=O)c2ccc(F)cc2)no1
  -5%, -17%, 12%
- O=C(O)Cn1nc2c3c(cccc3c1=O)-c1ccccc1-2
  7%, 0%, 9%

The listing continues.
Every second line gives: TDP1 cell CPT, KAT2A inh, TDP1 cell noCPT
- COc1cc(OC)cc(C(=O)N2CCN(C(=O)c3ccc(-c4ccccc4)cc3)CC2)c1
  -22%, -3%, u
- Cc1ccc(C)c(S(=O)(=O)N2CCN(C(=O)Nc3ccccc3)CC2)c1
  2%, -9%, -1%
- COc1ccc(OCCn2c(CCNC(=O)C3CCCCC3)nc3ccccc32)cc1
  u, x, 13µM*
- O=S(=O)(Nc1ncccn1)c1ccc(NC(=S)N2CCN(c3cccc(C(F)(F)F)c3)CC2)cc1
  -2%, x, -15%
- CCOC(=O)NC(=O)COC(=O)Cc1cc(OC)c(OC)c(OC)c1
  10%, -18%, -22%
- C1CCN(c2nc3nonc3nc2N2CCCCC2)CC1
  5%, -5%, 2%
- CN1CCN(C(=S)NC(=O)/C=C/c2cccc3ccccc23)CC1
  -12%, 1%, -17%
- Cc1ccc(OC(C)C(=O)Nc2ccccc2C(=O)NCc2cccnc2)cc1C (stereo unspecified)
  u, -8%, -29%
- CCN(CC)S(=O)(=O)c1ccc(NC(=O)Cn2ncc3c([nH]c4ccccc43)c2=O)cc1
  u, -8%, u
- CCN(C(=O)COC(=O)CCC(=O)c1cccs1)c1ccccc1
  5%, 2%, -2%

Continued.
Every second line gives: TDP1 cell CPT, KAT2A inh, TDP1 cell noCPT
- COc1ccc(CNC(=O)CN2C(=O)COc3ccc(S(=O)(=O)Nc4ccccc4)cc32)cc1
  u, 3%, u
- O=C1NC(c2ccccc2)=NC1(Nc1ccccn1)C(F)(F)F (stereo unspecified)
  16%, 1%, -1%
- CCC(=O)NC(Nc1nc(C)cs1)(C(=O)OC)C(F)(F)F (stereo unspecified)
  u, 0%, -4%
- CCN(CC#CCC(O)(c1ccccc1)c1ccccc1)C(C)C
  -11%, -3%, -29%
- Cc1c(-c2ccco2)[n+](=O)c2c(n1[O-])CCCCC2
  12%, -8%, -13%
- Nc1ccccc1S(=O)(=O)NC1=NCCCCC1
  0%, -2%, -6%
- CCCc1ccc(-c2ccc(C(=O)Oc3ccc(OCC)cc3)cc2)nc1
  -4%, -10%, -4%
- CCOc1ccc2nc(N3CCN(C(=O)c4ccc(S(=O)(=O)CC)cc4)CC3)sc2c1
  18µM*, -14%, 18µM*
- O=C(O)c1ccc(NS(=O)(=O)c2ccc3c(c2)C(=O)c2ccccc2C3=O)cc1
  -1%, 1%, -2%
- CC(C)=CC(=O)Nc1nnc(C(C)C)s1
  4%, -4%, 4%
- CC(=O)Nc1cccc(NC(=O)C2CCN(C(=O)c3ccco3)CC2)c1
  5%, 4%, -5%
- Cc1cc(N2CCN(C(=O)c3ccco3)CC2)nc(-c2ccccc2)n1
  u, -13%, 18µM*
- Cc1cc(S(=O)(=O)NCc2cccnc2)ccc1-n1cnnn1
  -17%, -3%, -14%
